Compound activity: PubChem BioAssay, several laboratories
procasp3 activ = procaspase-3 (human) activation; P42574; recombinant procaspase-3 D3A, Ac-DEVD-pNA absorbance 405 nm; activation, % at 8.5 µM; 330,000 tested, 0.11% active;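 active means activation above the mean of all tested compounds plus 3 SD, cut at about 21% in these data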;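 further: 0% = DMSO alone and 100% = DMSO wells spiked with extra 5 µM PC-3 D3A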
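material = Procaspase-3 D3A mutant | probe or stimulus = Ac-DEVD-pNA | compound = single dose, 8.5 µM nominal compound, 0.8% DMSO | timing = 1 h preincubation, 2 h reaction | measured by = 405 nm absorbance of p-nitroaniline, reads at 0 and 120 min | benchmarks = DMSO-only low control, 5 µM PC-3 D3A high control | repeats = singlicate, each compound tested once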
AGP1 TOR yeast = alters AGP1-GFP fluorescence in TOR pathway yeast screen; GFP response vs DMSO, % at 10 µM; S. cerevisiae AGP1-GFP multiplex flow cytometry, 3 h; GFP as percent of DMSO wells; 320,000 tested, 0.02% active;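 active means GFP response relative to DMSO above a set limit, near screen average plus 3 SD, cut at about 150% in these data; inconclusive means fewer than 70 cells counted for the yeast strain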;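 further: median GFP channel fluorescence of the gated AGP1 strain per well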
RPL19A-GFP yeast = yeast TOR pathway RPL19A-GFP modulation | S. cerevisiae RPL19A-GFP strain, flow cytometry, 3 h; hits give low values | percent response vs DMSO, % at 10 µM | 330,000 tested, 0.3% active | AID 2025;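 active means percent response vs DMSO below 50%; inconclusive means fewer than 70 events counted for the yeast strain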;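 further: median channel GFP fluorescence of the barcoded RPL19A-GFP strain; ratio of sample median GFP to plate DMSO average so 100% = DMSO; lower means less RPL19A-GFP as with rapamycin TOR inhibition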
AHR activator = activators of human aryl hydrocarbon receptor | P35869 | AHR-responsive luciferase reporter cells, luminescence | activation, % at 5 µM | 320,000 tested, 2.5% active | AID 2796; in the data active means activation above about 47%;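 further: 0% = vehicle wells and 100% = reference agonist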
Target sequence (P35869 whole entry, looked up): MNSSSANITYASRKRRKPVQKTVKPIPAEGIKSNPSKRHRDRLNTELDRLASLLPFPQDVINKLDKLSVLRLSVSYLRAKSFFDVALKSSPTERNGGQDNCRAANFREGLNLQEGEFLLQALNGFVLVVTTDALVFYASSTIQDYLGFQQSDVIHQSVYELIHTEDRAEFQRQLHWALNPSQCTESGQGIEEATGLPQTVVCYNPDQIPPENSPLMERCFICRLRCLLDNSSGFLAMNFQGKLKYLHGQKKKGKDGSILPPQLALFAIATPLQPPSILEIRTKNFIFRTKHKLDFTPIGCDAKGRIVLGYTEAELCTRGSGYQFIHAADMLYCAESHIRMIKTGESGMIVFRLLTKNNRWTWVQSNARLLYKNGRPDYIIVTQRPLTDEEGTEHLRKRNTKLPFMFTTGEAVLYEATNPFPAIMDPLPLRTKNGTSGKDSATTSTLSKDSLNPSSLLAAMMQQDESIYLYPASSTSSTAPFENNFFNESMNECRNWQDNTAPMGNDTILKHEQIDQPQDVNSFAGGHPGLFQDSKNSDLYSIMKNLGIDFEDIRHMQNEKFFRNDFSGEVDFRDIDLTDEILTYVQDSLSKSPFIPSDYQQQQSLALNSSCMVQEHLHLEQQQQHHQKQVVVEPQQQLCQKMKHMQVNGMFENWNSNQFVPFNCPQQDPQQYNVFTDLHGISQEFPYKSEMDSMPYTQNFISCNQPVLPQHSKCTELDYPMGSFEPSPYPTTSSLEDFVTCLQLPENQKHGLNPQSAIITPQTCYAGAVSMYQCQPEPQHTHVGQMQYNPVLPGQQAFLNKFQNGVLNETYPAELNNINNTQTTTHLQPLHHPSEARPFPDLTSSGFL
MEP2-GFP yeast = alters MEP2-GFP fluorescence in TOR pathway yeast screen. GFP response vs DMSO, % at 10 µM. S. cerevisiae MEP2-GFP strain, flow cytometry GFP, 3 h; 100% = DMSO control level. 330,000 tested, 0.51% active. AID 2016;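 active means GFP response versus DMSO above a set limit, roughly screen mean plus 3 SD, cut at about 180% in these data; inconclusive means fewer than 70 cells counted for a yeast strain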;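 further: median GFP fluorescence of the barcode-gated MEP2-GFP cells per well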
LAP4-GFP MLPCN = yeast TOR pathway LAP4-GFP modulation. S. cerevisiae LAP4-GFP multiplex, flow cytometry GFP, 3 h; median GFP as percent of DMSO wells. GFP response vs DMSO, % at 10 µM. 320,000 tested, 0.34% active. AID 2023;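 active means GFP response vs DMSO above a set limit, about the screen mean plus 3 SD, cut at about 150% in these data; inconclusive means under 70 cell events counted for the yeast strain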
procasp7 counter = counter-screen for procaspase-3 activators: activators of human procaspase-7; 330,000 tested, 0.093% active; activation, % at 8.5 µM; recombinant procaspase-7, Ac-DEVD-pNA absorbance 405 nm; D23A/D198A/D206A triple mutant, cannot self-cleave; scale: DMSO 0, 5 µM enzyme 100;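 active means percent activation above the screen-wide mean plus 3 SD, cut at about 25% in these data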
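Assay system: Uncleavable procaspase-7 mutant enzyme; Input: 2 µM procaspase-7 mutant as dispensed; Also added: DEVD-pNA substrate; Medium: Zinc-free HEPES pH 7.4 with 300 mM NaCl, 0.01% Triton X-100; Timing: 1 h compound preincubation, 2 h substrate cleavage, 25 °C; Measured by: Epi-absorbance of released pNA at 405 nm, two timepoints.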
CIT2 TOR yeast = alters CIT2-GFP fluorescence in TOR pathway yeast screen; 320,000 tested, 0.065% active; AID 2029; S. cerevisiae CIT2-GFP strain, flow cytometry, 3 h; 100 means same as DMSO wells; GFP response vs DMSO, % at 10 µM;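 active means GFP response relative to DMSO above a set limit, near the screen mean plus 3 SD, cut at about 150% in these data; inconclusive means Fewer than 70 cells measured for a yeast strain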;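 further: ratio of well median GFP fluorescence to mean of DMSO wells on the plate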
Numbers without * were called inactive; u = inconclusive; x = no result given; [ ] = remark or other dose.

SMILES	procasp3 activ	AGP1 TOR yeast	RPL19A-GFP yeast	AHR activator	MEP2-GFP yeast	LAP4-GFP MLPCN	procasp7 counter	CIT2 TOR yeast
Cc1c(OC(C)C(=O)NCCN2CCOCC2)ccc2c(-c3ccccc3)cc(=O)oc12 (stereo not drawn)	-1	106	108	2	108	102	5	101
Nc1cccc(S(=O)(=O)c2ccc(N)c(N)c2)c1	0	97	90	3	99	97	-3	86
CC(C)(C)NC(=O)C(c1ccc(F)cc1)N(Cc1ccccc1Cl)C(=O)c1ccn[nH]1 (stereo not drawn)	0	93	92	2	86	87	-3	93
Cc1c(C(=O)N2CCCC2)nnn1-c1nonc1N	5	101	102	4	100	99	3	112
COC(=O)/C=c1/s/c(=C(\C#N)C(=O)NCc2ccco2)n(-c2ccc(C)cc2)c1=O	-16	95	96	4	108	99	-31	97
Cc1ccccc1-c1nc(CS(=O)(=O)CC(=O)NCCCN2CCN(C)CC2)c(C)o1	6	93	94	-3	99	89	-7	102
O=C(CSc1nc2ccccc2o1)N1CCN(c2ccccc2)CC1	-2	103	111	5	104	119	5	96
CCc1ccc(C(=O)COC(=O)CNC(=O)c2ccc(Br)o2)cc1	6	95	100	-2	103	106	-1	93
CN(C)c1nc2c(c(=O)[nH]c(=O)n2C)n1CCCc1ccccc1	2	92	111	4	110	88	4	115
CCOc1ccc(N2CC(C(=O)NCCc3c[nH]c4ccc(C)cc34)CC2=O)cc1 (stereo not drawn)	1	102	107	6	105	99	2	104
N=C1/C(=C/c2ccc(OCc3ccccc3F)cc2)C(=O)N=C2SC(CC(=O)N3CCOCC3)=NN12	-2	97	101	3	99	91	-5	96
CCCNC(=O)Cc1c(C)oc2ccccc12	-11	95	95	-1	85	104	5	82
COc1ccc(OCC(O)Cn2ccnc2C)cc1 (stereo not drawn)	5	103	102	10	105	104	7	104
CC12CN3CC(C)(CN(C1)C3c1c[nH]c3ccccc13)C2=O (stereo not drawn)	-8	96	100	1	100	91	6	101
O=C(CCSCc1ccccc1Cl)NC1CCCC1	4	97	94	-2	89	96	-5	84
Cc1cc(C)n2nc(SCc3nnc(SCc4ccccc4Cl)s3)nc2n1	2	101	99	-1	103	104	-4	100
CCOC(=O)CCc1c(C)c2ccc3c(c2oc1=O)CN(CCCO)CO3	4	29	96	4	124	95	8	111
CC(Oc1ccccc1F)c1nnc(SCC(=O)c2c(N)n(C3CC3)c(=O)[nH]c2=O)o1 (stereo not drawn)	8	99	97	-1	98	98	-6	92
Cc1c(C)c(C)c(S(=O)(=O)NCCc2ccccn2)c(C)c1C	-2	93	94	-1	87	84	0	105
CCN1CCN(C(=S)c2ccc(OCC(=O)Nc3ccc(OC)cc3)cc2)CC1	-2	92	95	-1	98	94	3	97
Cc1ccc(CNC(=O)C2CCC(=O)N(CCc3ccccn3)C2)s1 (stereo not drawn)	0	99	109	2	102	78	-10	110
Cc1ccc(S(=O)(=O)n2nc(C)cc2C)cc1	-6	103	99	-2	97	98	9	108
NS(=O)(=O)c1ccc(CNC(=O)c2scc3c2CCCC3)cc1	11	100	98	2	99	119	11	93
N/C(=N\OS(=O)(=O)c1ccccc1)c1ccccn1	-7	97	99	-5	108	102	-1	104
CC(C)CCOc1ccc(C2(C)NC(=O)N(CN3CCOCC3)C2=O)cc1 (stereo not drawn)	-9	95	77	3	95	95	1	80
N/C(=N\OC(=O)CCCN1C(=O)c2ccccc2C1=O)c1ccc(Cl)cc1	-5	72	97	-2	103	102	1	104
Cc1ccc(CCNC(=O)CS(=O)Cc2nc(-c3cccs3)oc2C)cc1 (stereo not drawn)	-2	103	96	6	108	119	7	103
COc1ccccc1NC(=O)c1ccc(NC(=O)CN2CCCCC2)cc1	5	102	100	1	98	90	3	100
Cc1ccc(OCC(=O)Nc2ccc(C)c(S(=O)(=O)N3CCCCCC3)c2)c([N+](=O)[O-])n1	-2	97	102	2	113	97	-5	105
Cc1ccc(-n2c(Cn3ncc4ccccc4c3=O)n[nH]c2=S)cc1	-5	103	96	1	95	105	3	91
CCSc1nnc(CSc2ncccn2)n1C	5	102	96	0	97	110	-3	100
O=C(Nc1cccc(F)c1)Nc1ccnn1C1CCN(C(=O)CCN2CCCO2)CC1	4	97	105	2	102	82	6	113
CC(C)(C)c1cc(NC(=O)c2ccco2)n(-c2ccccc2)n1	-8	106	104	1	103	105	-9	x
COc1ccc(-c2noc(CCC(=O)N3CCN(Cc4ccccc4)CC3)n2)cc1	-2	104	104	0	95	103	2	95
O=C1CCC/C(=N/NC(=O)C2CCN(S(=O)(=O)c3cccs3)CC2)C1	5	108	117	0	119	101	1	113
Clc1nnc(NN=C2CCCC2)c2ccccc12	4	99	100	51*	113	85	3	109
CCN(CC)C(=O)CSc1nc(N)c(C#N)c(-c2cccs2)c1C#N	2	110	106	77*	105	95	1	100
Cc1nn(-c2cc(C(F)(F)F)ccc2Cl)c2nc(C(F)(F)F)[nH]c(=O)c12	-9	103	104	3	103	93	-2	107
O=C(O)CCCn1cc(NC(=O)c2cccc(F)c2)cn1	-1	101	96	0	99	97	10	92
O=C(C1=COCCO1)N1CCN(S(=O)(=O)c2cccc(Cl)c2Cl)CC1	4	95	94	-4	103	91	6	100
CCCCOc1ccc(C(=O)NCC(=O)OCC(=O)c2c(N)n(C)c(=O)n(C)c2=O)cc1	0	94	100	1	96	93	7	92
Cc1cc(NC(=O)c2sc(Nc3ccc(F)cc3)nc2N)no1	-1	91	94	56*	97	104	6	99
CCN(Cc1ccncc1)Cc1ccc(OC)cc1OC	8	95[may fluoresce violet]	95[may fluoresce violet]	23	92[may fluoresce violet]	78[may fluoresce violet]	-3	u
COc1cc(NS(=O)(=O)c2ccc(NC(=S)NC(=O)c3sc4ccccc4c3Cl)cc2)ncn1	-8	104	103	2	102	102	-5	112
CC(C)(C)CC(C)(C)NC(=S)Nc1ccc(S(=O)(=O)N2CCOCC2)cc1	3	94	100	-1	101	91	4	102
O=S(=O)(NCCNS(=O)(=O)c1ccc(F)cc1)c1ccc(F)cc1	8	99	99	2	101	93	2	89
CC(=O)Nc1ccc(S(=O)(=O)N(C)CC(=O)OCC(=O)N(C)c2ccccc2)cc1	-6	100	89	0	90	99	3	98
O=C1CCCN1c1ccc(S(=O)(=O)NCc2ccco2)cc1	-7	98	99	-2	102	96	5	95
CC(=C/C(=O)O)/C=C/c1ccc([N+](=O)[O-])cc1	-2	82	94	2	87	112	-2	70
NC(=O)COC(=O)C1c2ccccc2Oc2ccccc21	9	102	102	3	102	104	-2	104
Cn1ccc(-c2cc(C(=O)O)c3ccccc3n2)n1	1	105	98	0	105	105	6	94
CCC(=O)c1ccc(OCC(O)CN2CCN(c3ccccn3)CC2)cc1 (stereo not drawn)	0	92	98	-1	107	81	-4	99
CCC(C(=O)NCCCN1CCN(CCCNC(=O)C(CC)c2ccccc2)CC1)c1ccccc1 (stereo not drawn)	5	95	104	-1	103	93	10	98
CC(C)(C)[C@H]1COC(=O)CCCC/C=C\C[C@H](CC(=O)N(CCO)Cc2ccccc2)C(=O)N1	-5	95	95	0	96	99	-3	87
CCOc1cc(N2CCOCC2)c(OCC)cc1NC(=O)COc1cccc2cccnc12	3	x	38*[may fluoresce violet]	2	295*[may fluoresce violet]	92[may fluoresce violet]	-5	u
COc1ccc(C(=O)Nc2cc(-c3ccc(C)cc3)no2)cc1	x	96	100	x	106	92	x	103
CC1CCCN(C(=O)c2ccc(S(=O)(=O)Nc3ccccc3Cl)cc2)C1 (stereo not drawn)	5	100	95	5	100	103	-14	101
COc1ccccc1CNC(=O)CCCN1C(=O)COc2ccc(C)cc21	9	102	x	23	102	104	3	115
CCN(CC(=O)Nc1ccc(OC)cc1)C(=O)c1ccc([N+](=O)[O-])cc1	1	101	101	-1	100	97	6	99
COc1cccc(NC(=O)Nc2cccc(C)n2)c1	6	91	96	40	100	111	1	91

MEP2-GFP yeast, entries above that show a hit.
SMILES	procasp3 activ	AGP1 TOR yeast	RPL19A-GFP yeast	AHR activator	MEP2-GFP yeast	LAP4-GFP MLPCN	CIT2 TOR yeast
CCOc1cc(N2CCOCC2)c(OCC)cc1NC(=O)COc1cccc2cccnc12	3	x	38*[may fluoresce violet]	2	295*[may fluoresce violet]	92[may fluoresce violet]	u

Going on with the list.
SMILES	procasp3 activ	AGP1 TOR yeast	RPL19A-GFP yeast	AHR activator	MEP2-GFP yeast	LAP4-GFP MLPCN	procasp7 counter	CIT2 TOR yeast
COc1ccc(S(=O)(=O)N2CCOC2CNC(=O)C(=O)NCc2ccco2)cc1 (stereo not drawn)	6	105	101	0	104	116	3	100
Cc1ccc(NC(=O)Cn2nnc(C(=O)Nc3ccc(F)c(Cl)c3)c2N)cc1	-4	102	103	6	98	97	7	102
N/C(=N\OC(=O)Oc1ccccc1)c1ccc(Br)cc1	-1	92	101	6	96	97	-11	90
CCCc1nn(C)c(C(=O)Nc2ccc(CC)cc2)c1Cl	3	90	106	24	84	74	-3	91
C[C@H]1NC(=O)[C@@]2(C)[C@@H](c3ccccc3)[C@H]3COc4ccccc4[C@@H]3N2C1=O	5	98	95	-1	95	91	14	95
COC(=O)C1=C(C(=O)c2ccc(C)cc2)C(c2ccc(OC)c(OC)c2)n2nnnc2N1 (stereo not drawn)	1	101	102	0	115	104	-12	102
COc1ccc(NS(=O)(=O)c2ccc(-c3coc(C)n3)cc2)cc1OC	-1	84	85	-6	81	81	3	82
O=C(COC(=O)c1ccc(Cl)nc1)Nc1ncc(Cl)cc1Cl	-3	87	85	1	86	91	8	87
O=C(COC(=O)Cc1cccs1)Nc1cc(S(=O)(=O)N2CCOCC2)ccc1Cl	4	105	96	3	92	103	-2	97
Cc1ccc(C(=O)N(CC(=O)Nc2ccc(Cl)c(Cl)c2)Cc2ccco2)cc1	5	89	100	22	101	90	9	93
Cc1c(-c2ccccc2)[n+](=O)c2c(n1[O-])CCC2	4	105	96	-1	113	96	0	95
COc1ccc2nc(NC(=O)CN3CCN(C)CC3)sc2c1	-3	105	96	9	100	96	8	107
Cc1noc(C)c1COC(=O)c1cc2c3ccccc3n(C)c2s1	0	90	90	30	96	100	3	86
Cn1c(O)c(C=Nc2ccc(Br)cc2)sc1=O	-2	89	84	63*	89	93	8	81
CCOC(=O)CCCOC(=O)c1ccc(S(=O)(=O)N(C)C)cc1	0	94	99	-2	95	101	-5	93
O=C(Nc1ccc(F)cc1)c1sc2cc(C(F)(F)F)cnc2c1-c1cccs1	-5	97	95	19	101	98	13	102
O=C(/C=C/c1ccc(F)cc1)N1CCc2ccccc2C1	-8	86	92	100*	94	102	11	74
Cc1ccc(CS(=O)(=O)c2ncc(Cl)c(C(=O)Nc3ccc(OC(F)F)cc3)n2)cc1	-10	102	97	16	107	107	-10	91
COc1ccccc1NC(=O)c1cc2ccccc2o1	-3	94	93	74*	103	103	16	104
CC(C)(C)CC(=O)Nc1ccc(Nc2ccccc2)cc1	-5	88	92	15	83	x	1	84
